# From PubChem BioAssay
# C8 TRAIL sens: sensitizes caspase-8 expressing cells to TRAIL; NB7+C8 cells + TRAIL, ATPlite viability luminescence; inhibition (viability loss, TRAIL sensitization), % at 10 µM; actives 1% (n = 360,000);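 active means compounds causing at least 50% loss of cell viability in the single-dose screen, relative to plate controls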
# Shn3 inh set2: reduces Shn3 3'UTR luciferase signal in osteoblasts; Clone20 osteoblast Shn3 3'UTR firefly luciferase, 24 h; inhibition, % at 12.5 µM; actives 0.52% (n = 360,000);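 active means mean inhibition of at least 75% with every replicate also reaching 75%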;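 further: 0% = median of neutral control wells and 100% = pilot-screen positive control compound; some compounds past the cut are filed as inactive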
# TWEAK Fn14 block: blocks TWEAK-Fn14 interaction in a reporter cell assay; TWEAK-stimulated Fn14 reporter cells, luciferase luminescence, 8 h; inhibition, % at 10 µM; actives 2% (n = 360,000); in the data active means inhibition above about 50%
# NR2E3 ag-1: activates human NR2E3 receptor | Q9Y5X4 | CHO-S Gal4-NCOR/VP16-NR2E3 two-hybrid, luciferase | inhibition of corepressor binding, % at 3.98 µM | actives 0.35% (n = 360,000) | AID 602229;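 active means inhibition above the mean of all tested compounds plus 3 SD, cut at about 70% in these data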;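 further: 0% = DMSO with NR2E3 transfected cells and 100% = cells lacking NR2E3 construct; higher means lower luciferase signal from less NR2E3 corepressor binding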
# Target sequence (Q9Y5X4 whole entry, looked up, the tested form may be a part): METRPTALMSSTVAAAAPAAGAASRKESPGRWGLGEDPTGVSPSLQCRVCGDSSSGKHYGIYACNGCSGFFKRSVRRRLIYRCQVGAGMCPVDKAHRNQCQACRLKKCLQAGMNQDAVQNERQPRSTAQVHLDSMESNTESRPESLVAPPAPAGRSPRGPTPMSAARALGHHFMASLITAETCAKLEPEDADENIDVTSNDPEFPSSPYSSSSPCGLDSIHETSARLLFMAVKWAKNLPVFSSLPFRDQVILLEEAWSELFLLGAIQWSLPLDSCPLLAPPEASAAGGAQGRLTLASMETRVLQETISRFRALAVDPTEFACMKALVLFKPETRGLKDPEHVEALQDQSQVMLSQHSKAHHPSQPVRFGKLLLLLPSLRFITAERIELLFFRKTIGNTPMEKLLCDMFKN
# NR2E3 ag-2: activates human photoreceptor nuclear receptor NR2E3; GST-NR2E3/biotin-RetCOR TR-FRET, 1536-well; inhibition of corepressor binding, % at 4.78 µM; actives 0.12% (n = 320,000); AID 2300;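 active means percent inhibition above the cutoff of mean plus 3 SD of all tested compounds, set per screening campaign, cut at about 20% in these data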;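 further: 0% = DMSO wells and 100% = biotin wells as full block of FRET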
#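 Test system: GST-NR2E3 and biotin-RetCOR proteins | Quantity: 1.35 nM GST-tagged NR2E3 final | Medium: Tris pH 7.5 | Also added: 7 nM biotin-RetCOR | Dosing: Compound at 4.8 µM, single dose | Timing: 5 h at 4 °C | Detection: Time-resolved FRET | Read-out basis: Percent inhibition | Benchmarks: Biotin wells as high control, 0.6% DMSO wells as low control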
# CF NFkB block: inhibitors of cystic fibrosis induced NF-kB. AID 588850. actives 0.86% (n = 360,000). KKLEB NF-kB-GFP reporter, PAF-induced, GFP fluorescence overnight. inhibition, % at 5 µM;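 active means at least 50% inhibition at 5 µM, scaled per plate between neutral and stimulator controls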;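 further: PAF is a Pseudomonas aeruginosa culture filtrate used as stimulus; plate controls were PAF-stimulated DMSO wells for no effect and unstimulated DMSO wells for full effect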
# Peg3 prom inh: Peg3 promoter activity inhibition. AID 588405. HeLa PEG-Prom luciferase reporter, luminescence, overnight. actives 1.7% (n = 360,000). inhibition, % at 20 µM;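 active means inhibition of at least 50% at 20 µM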
# HIF-2a inh: HIF-2a inhibition; 786-0 RCC cells HIF-2a reporter, luciferase luminescence, overnight; inhibition, % at 18.8 µM; actives 0.72% (n = 360,000);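 active means inhibition of the luminescence signal of 40% or more relative to plate controls, in a single-dose primary screen at 18.75 µM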
# MITF TRPM1 inh: reduces MITF-dependent TRPM1 promoter luciferase signal | inhibition, % at 12.5 µM | actives 0.83% (n = 330,000) | AID 488899 | SK-MEL-5 TRPM1 promoter luciferase, 24 h;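 active means mean inhibition across replicates of 60% or more, whatever share of single replicates reaches that level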; further: values of inactives mirror those of a sister screen read the other way
# TROY signal inh: TROY signaling inhibition; Q293 LMP1-TROYcd NF-kB luciferase reporter, 4 h; actives 0.98% (n = 360,000); inhibition, % at 10 µM;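 active means compounds whose plate-normalised and pattern-corrected inhibition of the luciferase reporter signal at the single screening dose is 50% or more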
# KKLEB tox: counter-screen for CF NF-kB inhibitors: cytotoxicity; KKLEB CF airway cells viability, ATPlite luminescence, overnight; active compounds read low; cells stimulated with P. aeruginosa culture filtrate; activity change (cytotoxicity), % at 5 µM; actives 0.36% (n = 360,000); AID 602141;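 active means corrected activity change at or below -50% at 5 µM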
# Numbers without * were called inactive; . = no result given.
# Start of the data: the first six entries as a preview:
SMILES,C8 TRAIL sens,Shn3 inh set2,TWEAK Fn14 block,NR2E3 ag-1,NR2E3 ag-2,CF NFkB block,Peg3 prom inh,HIF-2a inh,MITF TRPM1 inh,TROY signal inh,KKLEB tox
NC(=O)c1cc([N+](=O)[O-])ccc1NCc1cccnc1,-3,-7,3,29,-1,-6,22,-3,-8,9,6
N#CC1(NC(=O)COC(=O)c2ccccc2[N+](=O)[O-])CCCCC1,-7,-11,-14,-27,2,-6,-68,-18,-8,-31,8
O=C(CN1CCN(C(=O)c2cccs2)CC1)Nc1ccc(Br)cc1,-10,-2,-4,-4,-4,-9,12,9,9,11,-1
Cc1c(OCc2ccccc2)cccc1OCc1ccccc1,1,-61,-4,-11,2,4,-188,-192,-42,-63,-4
COc1cc(NC(=O)CSc2nc3c(c(=O)n(C)c(=O)n3C)n2C)cc(OC)c1,5,12,-12,-18,2,-11,-1,1,6,-2,8
Cc1cc(NCCCN2CCOCC2)n2c(nc3ccccc32)c1C#N,7,3,-18,-19,2,-31,-1,16,13,-11,-1

# This part in full, previewed entries included:
SMILES,C8 TRAIL sens,Shn3 inh set2,TWEAK Fn14 block,NR2E3 ag-1,NR2E3 ag-2,CF NFkB block,Peg3 prom inh,HIF-2a inh,MITF TRPM1 inh,TROY signal inh,KKLEB tox
NC(=O)c1cc([N+](=O)[O-])ccc1NCc1cccnc1,-3,-7,3,29,-1,-6,22,-3,-8,9,6
N#CC1(NC(=O)COC(=O)c2ccccc2[N+](=O)[O-])CCCCC1,-7,-11,-14,-27,2,-6,-68,-18,-8,-31,8
O=C(CN1CCN(C(=O)c2cccs2)CC1)Nc1ccc(Br)cc1,-10,-2,-4,-4,-4,-9,12,9,9,11,-1
Cc1c(OCc2ccccc2)cccc1OCc1ccccc1,1,-61,-4,-11,2,4,-188,-192,-42,-63,-4
COc1cc(NC(=O)CSc2nc3c(c(=O)n(C)c(=O)n3C)n2C)cc(OC)c1,5,12,-12,-18,2,-11,-1,1,6,-2,8
Cc1cc(NCCCN2CCOCC2)n2c(nc3ccccc32)c1C#N,7,3,-18,-19,2,-31,-1,16,13,-11,-1
CCCN(CC(=O)Nc1ccc(Cl)cc1Cl)C(=O)/C=C/c1cccc([N+](=O)[O-])c1,-8,8,-17,-1,0,12,-2,9,-1,7,1
O=C(Nc1ccc(Cl)cc1C(F)(F)F)C(Sc1nnc(-c2cccs2)o1)c1ccccc1 (stereo not drawn),10,-27,3,-102,-3,10,-31,-138,13,24,2
CCNC(=O)C1CC(=O)N(Cc2ccc3c(c2)OCO3)C(=Nc2ccc(OCC)cc2)S1 (stereo not drawn),8,-3,-48,1,1,5,1,13,3,-16,4
CN(C)CCN1C(=O)C(=O)/C(=C(/O)c2ccc(F)cc2)C1c1ccccc1F (stereo not drawn),-9,-40,-7,-8,3,9,10,0,9,1,-4
CC(=O)c1cccc(NC(=S)NCc2ccco2)c1,-3,-6,10,-25,4,3,-1,9,4,-15,-2
COC(=O)c1c(NC(=O)COC(=O)[C@@H](NS(=O)(=O)c2ccccc2)C(C)C)sc2c1CCC2,-10,9,24,5,1,10,21,18,-2,12,-5
COc1ccccc1-c1sc2cc3c(cc2c1-c1ccc(O)cc1)OCO3,3,5,19,-18,.,0,9,13,6,13,6
Cc1cccc2c1-c1sc(C(=O)Nc3nccs3)cc1CO2,21,-13,44,-114,2,-7,-332,-258,-55,-25,24
CC1=NCCN1S(=O)(=O)c1ccccc1[N+](=O)[O-],-1,6,23,-23,2,-6,20,10,4,0,7

# Entries of single compounds from above. Screens in order: C8 TRAIL sens	Shn3 inh set2	TWEAK Fn14 block	NR2E3 ag-1	NR2E3 ag-2	CF NFkB block	Peg3 prom inh	HIF-2a inh	MITF TRPM1 inh	TROY signal inh	KKLEB tox
# Listed for `O=C(Nc1ccc(Cl)cc1C(F)(F)F)C(Sc1nnc(-c2cccs2)o1)c1ccccc1` (stereo not drawn) = 10	-27	3	-102	-3	10	-31	-138	13	24	2
# Listed for `CCCN(CC(=O)Nc1ccc(Cl)cc1Cl)C(=O)/C=C/c1cccc([N+](=O)[O-])c1` = -8	8	-17	-1	0	12	-2	9	-1	7	1
# Listed for `COc1cc(NC(=O)CSc2nc3c(c(=O)n(C)c(=O)n3C)n2C)cc(OC)c1` = 5	12	-12	-18	2	-11	-1	1	6	-2	8
# Listed for `Cc1cccc2c1-c1sc(C(=O)Nc3nccs3)cc1CO2` = 21	-13	44	-114	2	-7	-332	-258	-55	-25	24
# Listed for `CCNC(=O)C1CC(=O)N(Cc2ccc3c(c2)OCO3)C(=Nc2ccc(OCC)cc2)S1` (stereo not drawn) = 8	-3	-48	1	1	5	1	13	3	-16	4

# (listing goes on)
SMILES,C8 TRAIL sens,Shn3 inh set2,TWEAK Fn14 block,NR2E3 ag-1,NR2E3 ag-2,CF NFkB block,Peg3 prom inh,HIF-2a inh,MITF TRPM1 inh,TROY signal inh,KKLEB tox
CC1(C)CC(=O)C(N=Nc2cccc(F)c2C#N)=C(O)C1,-11,-14,7,4,-6,22,-2,-4,9,12,-8
CCN(CC)C(=O)[C@H]1CC(CC(=O)NCc2cccc(C(F)(F)F)c2)C(=O)N2CCc3c([nH]c4ccccc34)[C@]12C (stereo partly drawn),2,13,19,-17,.,3,11,4,8,19,2
COc1ccc(CCNC(=O)COc2ccc(S(=O)(=O)NC(C)C)cc2)cc1OC,-6,-1,-10,-20,-1,12,-15,-2,-3,4,-5
OC(c1ccccc1)(c1nc(-c2ccccc2)cs1)C(F)(F)F (stereo not drawn),2,0,15,-39,.,-5,7,14,.,1,10
CC(c1ccco1)N(C(=O)C12CC3CC(CC(C3)C1)C2)c1ccccn1 (stereo not drawn),-5,6,-9,-21,-2,6,9,8,-8,-6,-5
Cc1cc(C)c(C(=O)CSc2nnc(-c3ccccc3Br)o2)cc1C,-4,6,-12,8,.,28,-7,1,-11,4,-10
Cc1ccc(NC(=O)CSCC(=O)Nc2nnc(C3CC3)s2)cc1,9,12,-28,-12,4,-14,-5,2,-4,34,-1
Cc1ccc(NC(=O)C(=O)N2CCCC2)cc1Cl,-1,-39,-6,-150,7,-7,-247,-306,-37,-54,-1
COC(=O)c1ccc(C2/C(=C(\O)c3ccc(OC)c(C)c3)C(=O)C(=O)N2c2cc(C)on2)cc1 (stereo not drawn),5,-14,-14,23,9,23,13,-28,-6,11,-9
CCOc1ccc(S(=O)(=O)N2CCN(C(=O)Cc3ccc(S(=O)(=O)N4CCOCC4)s3)CC2)cc1,10,33,2,5,5,9,3,-1,16,25,-5
Cc1cc(C)nc(Nc2ccc(O)cc2)n1,1,-12,4,-12,-2,-6,-26,-1,-10,-7,4
CCN(CC)CCn1c2c(c(SCC(=O)Nc3cc(OC)cc(OC)c3)nc1=O)CCC2,-13,6,19,-12,2,-3,-13,18,4,6,-4
CC(=O)N(Cc1ccccc1)c1ccc(C(=O)O)cc1,4,-5,-6,16,0,6,-1,12,-9,-4,-8
COc1cc(CC(=O)O)c([N+](=O)[O-])cc1OC,-19,-1,17,-5,0,11,17,16,8,11,0
Cc1cc(C(=O)COc2ccc(F)cc2Br)c(C)n1C1CC1,-2,-43,8,-48,.,25,-202,-183,-53,-6,6
CCOC(=O)c1nnc(-c2ccccc2)nc1Sc1ccccc1Cl,15,-3,57*,-29,-1,31,51*,63*,15,34,-6
Cc1ccc(NC(=O)c2snc3ccc(Cl)cc23)cc1C,-2,-92,-19,-25,1,35,-289,-286,-44,-69,-18
Cc1cc(NC(=O)c2cccc([N+](=O)[O-])c2)no1,-11,-7,6,-14,4,6,-13,-4,0,6,2
N=C1SCC(=O)N1c1ccccc1Cl,-6,-3,10,-21,2,5,12,15,8,4,5
CCOc1ncccc1C(=O)NCc1cccc(OC)c1,3,9,-2,-33,2,17,-9,15,-5,-8,-20
OCCN1CCSC1=S,-20,-7,-12,-14,.,-20,17,10,2,18,25
CCOC(=O)c1c(-c2cccc(N)c2)cn2ccccc12,-14,-21,-20,-9,-1,1,21,6,-6,-23,-12
Cc1cc(C)c2c(n1)sc1c(O)cc(=O)[nH]c12,-17,-1,9,2,-10,3,20,13,-1,12,11
COc1ccccc1C(=O)NCCC(=O)N1CCN(S(=O)(=O)c2ccccc2C(F)(F)F)CC1,26,0,-12,-4,.,10,3,10,-4,-15,-8
O=C(NC(Cc1c[nH]c2ccccc12)C(=O)N/N=C/c1ccc(Cl)cc1)c1cccs1 (stereo not drawn),0,27,53*,-7,3,-3,36,19,19,29,8
CCCSc1ccc([C@@H]2[C@@H]3C(=O)N(CC)C(=O)[C@@H]3[C@]3(C(=O)OC)CCCCN23)cc1OC,1,33,-17,15,.,12,10,7,-16,-6,3
Cc1ccc2[nH]cc(CCNC(=O)CN3C(=O)c4ccccc4C3=O)c2c1,-2,0,7,-22,0,-6,8,8,10,9,-2
COc1cccc(-c2nc(CS(=O)(=O)CC(=O)NC3CCCCCC3)c(C)o2)c1,-1,1,22,3,0,3,18,8,4,-3,3
CCOc1ccccc1-c1nc(C(N)=O)c2[nH]c(=O)n(-c3cccc(C)c3)c2n1,1,14,-18,-7,3,-5,5,17,14,1,-2
COc1cc(NS(=O)(=O)c2ccc(C)cc2)c2ncccc2c1,16,95*,107*,82*,0,48,68*,18,74*,28,-4
Cc1ccc2nc(SC(C)C(=O)NC3CCCC3)[nH]c2c1 (stereo not drawn),-8,-32,-4,1,.,-6,8,9,11,-9,18
CCN1CCCc2cc(CN(CCN3CCOCC3)C(=S)Nc3cc(F)cc(F)c3)ccc21,-30,36,-19,-34,-2,3,6,10,13,-5,0
Cc1ccc(Nc2ccc(C(=O)O)cc2[N+](=O)[O-])cc1,-1,-13,-10,-25,-2,-4,5,-3,14,-31,5

# A portion of the library. The share of hits here may be higher or lower than overall.
